Screening results from PubChem.
aSyn UTR inh: MLPCN primary screen, SNCA 5' untranslated region; alpha-synuclein 5'UTR reporter, inhibitor activity; inhibition, % (tested at 7.5 µM); 300,000 compounds, 0.82% hits; AID 1813; in the data active means inhibition above about 60%;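 further: H4 neuroglioblastoma cells stably carrying SNCA 5'UTR luciferase fusion; 0% = DMSO wells and 100% = positive control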
TRPC6 inh: blocks the mouse TRPC6 cation channel; HEK293-TRPC6, membrane potential dye, ACh-evoked depolarization; active compounds read low; Q61143; AID 2553; 310,000 compounds, 1.1% hits; B-score at 10 µM;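 active means B-score under library mean minus 3 SD, initial fluorescence not abnormally high, positive integrated signal ratio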;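 further: B-score derived from integrated fluorescence ratio over the kinetic read; more negative B-score means stronger inhibition of depolarization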
TRPC4 block: TRPC4 (mouse) channel inhibition; HEK293 TRPC4beta/mu-opioid, DAMGO-evoked Fluo4 calcium flux; active compounds read low; B-score at 10 µM; 300,000 compounds, 0.39% hits;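 active means B-score over 3 SD under the library average, no early fluorescence shift, positive overall ratio signal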
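Material: HEK293 cells with stable TRPC4beta plus mu-opioid receptor expression / Probe or stimulus: DAMGO in two steps, submaximal then maximal / Compound: single concentration per test compound / Technique: kinetic Fluo4 fluorescence imaging of calcium influx / Read-out: per-well B score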
IEC-6 cytotox: IEC-6 cytotoxicity, counter-screen for KLF5 inhibitors; inhibition, % at 5 µM; luminescence viability; 290,000 compounds, 0.78% hits; AID 1825; in the data active means inhibition above about 22%;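 further: 0% = plate median of test compound wells and 100% = cytotoxic reference compound wells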
MrgX1 antagonist: blocks BAM8-22 activation of human MrgX1 receptor; Q96LB2; MRGX1-HEK293 calcium flux, Fluo-4, BAM8-22 antagonism; active compounds read low; B-score at 10 µM; 310,000 compounds, 1.3% hits;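 active means calcium-response B-score plate-corrected more than 3 library SD below zero, starting fluorescence within 5 deviations, no agonist response on first addition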;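 further: peak minus trough fluorescence over baseline after final BAM8-22 challenge near maximal dose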
Target sequence (Q96LB2 whole entry, looked up): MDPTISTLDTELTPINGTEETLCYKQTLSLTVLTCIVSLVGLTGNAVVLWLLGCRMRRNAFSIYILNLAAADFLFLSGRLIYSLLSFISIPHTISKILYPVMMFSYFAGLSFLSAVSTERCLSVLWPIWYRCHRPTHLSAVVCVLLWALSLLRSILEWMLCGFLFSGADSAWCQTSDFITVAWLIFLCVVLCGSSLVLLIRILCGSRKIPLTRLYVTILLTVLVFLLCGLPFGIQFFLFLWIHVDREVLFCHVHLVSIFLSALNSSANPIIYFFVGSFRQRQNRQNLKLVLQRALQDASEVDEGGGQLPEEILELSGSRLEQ
TRPC4 PAM: TRPC4 (mouse) allosteric potentiation. HEK293 TRPC4beta/mu-opioid, DAMGO EC20, Fluo-4 Ca2+ flux; active compounds read high. AID 2227. 310,000 compounds, 0.42% hits. Q9QUQ5. B-score at 10 µM;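 active means B-score of calcium response area above 5 SD of library B-scores, with initial fluorescence ratio within 5 SD of library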;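 further: B-score of integrated fluorescence ratio over time as area under calcium response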
HIF activator: HIF pathway transcriptional activation; U2OS HRE-luciferase reporter, luminescence; normalized: DMSO 0%, desferrioxamine 100%; activation, % at 7.5 µM (by protocol); 300,000 compounds, 0.32% hits; AID 1910;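 active means mean activation of at least 10% of the iron chelator positive control signal, with at least half of replicates also reaching 10%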
TRPC4 act: activators of mouse TRPC4 channel; Q9QUQ5; 310,000 compounds, 0.49% hits; B-score at 10 µM; HEK293 TRPC4beta/mu-opioid, Fluo4 calcium fluorescence; active compounds read high;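 active means B-score above 5 SD of library B-scores, and initial fluorescence ratio not above library mean plus 5 SD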;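 further: positive B-score marks a calcium rise read as TRPC4 activation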
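Assay system – TRPC4beta and mu-opioid receptor HEK293 stable cells · Measured by – Fluo4 fluorescence, kinetic · Schedule – dye loading 45 min room temperature, 110 s kinetic read · Read-out – B-scored integrated calcium fluorescence ratio · Controls – buffer and maximal DAMGO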
SKKanGAS inh: blocks kanamycin growth of S. pyogenes SKKanGAS strain; inhibition, % at 7.5 µM; BacTiter-Glo, 6 h; 300,000 compounds, 1.3% hits; AID 1662;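 active means mean replicate score, as percent of positive control median, at least 50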;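 further: strain carries kanamycin resistance gene driven by streptokinase promoter and grows in 40 µg/ml kanamycin; loss of luminescence reflects streptokinase promoter inhibition or plain growth inhibition; 0% = median of DMSO wells and 100% = positive control at its reference dose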
TRPC6 activator: activators of mouse TRPC6 channel; B-score at 10 µM; Q61143; AID 2550; HEK293-TRPC6 membrane potential dye fluorescence; active compounds read high; 310,000 compounds, 0.13% hits;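 active means B-score of the integrated fluorescence ratio above library mean plus 3 SD, and starting fluorescence ratio within library mean plus 5 SD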;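 further: higher score means more depolarization so channel activation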
KLF5 inh: inhibitors of KLF5 expression; DLD-1 KLF5 promoter-luciferase reporter, luminescence; inhibition, % at 5 µM; 290,000 compounds, 0.23% hits;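 active means inhibition above a per-plate limit of that plate's mean compound inhibition plus 3 SD, cut at about 60% in these data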;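 further: 0% = DMSO wells and 100% = LY294002 at 200 µM; higher means less KLF5 promoter-driven luciferase light; inactives centre near -14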
The depositor's hits bear a star; i = inactive; / = no result given; & = joins results of further samples.

mol	aSyn UTR inh	TRPC6 inh	TRPC4 block	IEC-6 cytotox	MrgX1 antagonist	TRPC4 PAM	HIF activator	TRPC4 act	SKKanGAS inh	TRPC6 activator	KLF5 inh
Cc1ccccc1NS(=O)(=O)c1ccc(NC(=O)N2CCCCC2)cc1	10.0	i	i	1.7	i	i	-0.1	i	-1.8	i	-24.0
Cc1cc2n(n1)C(c1ccccc1)Nc1ccccc1-2 (stereo unspecified)	24.3	i	i	4.4	i	i	0.5	i	/	i	8.2
O=C1N(Cc2cccc(Cl)c2)C[C@@H]2C[C@@H](c3cccc4ncccc34)N3CCC[C@@]123	10.0	i	i	6.1	i	i	-0.7	i	4.5	i	-0.9
COc1cc(-c2nnc(SCC(=O)N3c4ccccc4Sc4ccccc43)o2)cc(OC)c1OC	32.4	i	i	-1.9	i	i	-0.2	i	9.5	i	-3.0
Cn1cc(C(=O)NC2CCCCC2)c(=O)c2cc(S(=O)(=O)N3CCOCC3)ccc21	-1.2	i	i	-0.5	i	i	0.2	i	-2.1	i	-19.7
CCOC(=O)COc1ccccc1C1Nc2ccccc2C(=O)N1c1cccc(Cl)c1 (stereo unspecified)	-107.3	i	i	10.7	i	i	2.5	i	11.4	i	-80.7
COc1cccc(OCC(Cn2c(C)nc3ccccc32)OC(C)=O)c1 (stereo unspecified)	7.8	i	i	-5.1	i	i	-0.4	i	-11.0	i	-15.9
O=C(CSc1nc(O)c(Cc2ccccc2)c(=O)[nH]1)Nc1nnc(SCc2ccccc2)s1	-10.2	i	i	2.3	i	i	-0.5	i	29.1	20*	-46.2
O=c1cc(-c2ccccc2)nc(SCCOc2ccccc2Cl)[nH]1	-2.5	i	i	5.2	i	i	-0.2	i	9.1	i	15.4
CCn1cc(/C=N/NC(=O)c2cc3c(ccc4ccccc43)o2)c2ccccc21	1.8	i	i	-1.0	i	i	-0.6	i	18.9	i	-9.3
Cc1ccc(C(=O)Oc2ccccc2C(=O)N2CCOCC2)cc1	3.6	i	i	3.1	i	i	-0.8	i	2.4	i	1.5
O=C(c1ccc(CNc2c(N3CCCC3)c(=O)c2=O)cc1)N1CCN(C2CCCCC2)CC1	-4.4	i	i	0.2	i	i	-0.2	i	-0.9	i	4.6
COc1ccc(CC(=O)NC(=S)Nc2cccc(C)c2)cc1	0.6	i	i	/	i	i	0.0	i	-8.6	i	/
O=C(Nc1nnc(-c2ccncc2)s1)Nc1ccccc1F	-102.5	i	i	0.1	i	i	2.2	i	-8.9	i	-18.1
COc1ccc(N(C(C)C(=O)NC2CCCCCC2)S(C)(=O)=O)cc1 (stereo unspecified)	10.6	i	i	4.7	i	i	0.7	i	9.2	i	-15.3
O=C(N(c1ccccn1)c1ccccn1)C12CC3CC(CC(C3)C1)C2	-2.8	i	i	-1.1	i	i	-0.5	i	6.7	i	2.1
COc1ccccc1N1CCN(CC(=O)NCC2CCCO2)CC1 (stereo unspecified)	-8.7	i	i	-1.1	i	i	0.2	i	-19.3	i	-31.0
COc1cc(C(=S)N2CCOCC2)cc(OC)c1OC(=O)c1ccc([N+](=O)[O-])cc1[N+](=O)[O-]	-3.1	i	i	-5.7	i	i	0.0	i	8.8	i	14.1
Cc1nn(-c2ccccc2)c(Cl)c1C(=O)NCc1cccs1	-1.9	i	i	3.4	i	i	0.1	i	3.1	i	-23.7
CCNS(=O)(=O)c1ccc(CCC(=O)N2CCN(c3cc(Cl)ccc3C)CC2)cc1	-21.2	i	i	7.0	i	i	-0.5	i	-2.3	i	-20.2
COC(=O)C1=CN(C(C)c2ccccc2)C=C(C(=O)OC)C1c1cc(OC)c(OC)c(OC)c1 (stereo unspecified)	21.2	i	i	-2.3	i	i	-9.6	i	-2.3	i	-24.3
O=C(Nc1cc(S(=O)(=O)N2CCOCC2)ccc1N1CCOCC1)c1cc(=O)[nH]c2ccccc12	23.1	i	i	5.7	i	i	-0.4	i	1.9	i	6.7
O=C(Nc1ccc(N2CCOCC2)c(Cl)c1)c1cc(F)c(F)cc1Cl	-63.8	i	i	1.2	i	i	2.2	i	-6.6	i	-18.7
O=[N+]([O-])CC(c1ccc(F)cc1)c1c[nH]c2ccccc12 (stereo unspecified)	0.8	i	i	46.7*	i	i	1.2	i	3.0	i	31.9
Cc1nc2ccccc2c(=O)n1NC(=O)c1cncc(Br)c1	8.6	i	i	1.0	i	i	0.5	i	-1.1	i	-14.8
O=C(O)C1CCCN(S(=O)(=O)c2ccc(F)cc2)C1 (stereo unspecified)	14.4	i	i	3.6	i	i	-0.3	i	3.0	i	-0.8
O=C1c2cccnc2C(=O)N1Cc1ccc(S(=O)(=O)NCc2ccco2)s1	4.4	i	i	-0.6	i	i	0.4	i	1.8	i	-15.3
CC(=O)Nc1cccc(NC(=O)CCn2cnc3cc(C)c(C)cc32)c1	12.2	i	i	-7.0	i	i	-0.3	i	-1.3	i	-27.5
COc1ccccc1Nc1nc(NCC2CCCO2)c2ccccc2n1 (stereo unspecified)	3.5	-8.76*	-7*	6.8	i	i	-0.8	i	1.1	i	-13.8
CCn1cc(C(=O)NC2CCc3ccccc32)c(=O)c2ccc(C)nc21 (stereo unspecified)	-8.4	i	i	6.2	/	i	-0.1	i	15.1	i	-1.5
O=C(CCN1CCc2ccccc2C(O)(c2ccccc2)C1)c1ccc2c(c1)OCCO2 (stereo unspecified)	-6.6	i	-7*	-0.8	i	i	-0.2	i	-1.4	i	-39.5
CCOC(=O)/C=C1\SCC(=O)N1CC(=O)c1ccc[nH]1	-14.4	i	i	-6.4	i	i	-0.2	i	-0.9	i	-3.6
CCS(=O)(=O)C(=C1NCCO1)S(=O)(=O)CC	-8.1	i	i	-1.5	i	i	-0.6	i	0.7	i	-16.7
COc1ccc(S(=O)(=O)N2CC3CCCN3c3cc(C(F)(F)F)ccc32)cc1 (stereo unspecified)	16.3	i	i	-1.6	i	i	-0.2	i	4.9	i	2.8
COC(C[C@@H](O)C[C@H](O)[C@@H](C)OCc1ccccc1)OC	5.6	i	i	/	/	i	0.1	i	1.7	i	/
CC(=O)c1sc(NC(=O)COc2ccc(C(C)C)c(C)c2)nc1C	29.1	i	i	5.5	i	i	0.0	i	-5.3	i	-32.1
O=C(NCC(Cl)c1ccc2ccccc2c1)c1c(F)cccc1F (stereo unspecified)	-35.8	i	i	-2.6	i	i	-0.9	i	5.2	i	-32.9
CC1=C(C#N)CCC(=O)N1Cc1ccc(C)cc1	-3.4	i	i	-4.8	-7.71*	i	-0.4	i	1.1	i	-1.8
Cc1nn(-c2ccccc2)c(C)c1NC(=O)COC(=O)Cc1cccc(C(F)(F)F)c1	-0.5	i	i	/	i	i	-0.6	i	-8.5	i	/
CC(C)N(Cc1nc(-c2ccc(Cl)cc2)no1)C(=O)CN(C)S(=O)(=O)c1ccc(Cl)cc1	18.4	i	i	0.0	i	i	-0.5	i	-0.9	i	-32.2
CCC(c1nnnn1CCOC)N1CCN(c2cccc(C(F)(F)F)c2)CC1 (stereo unspecified)	/	i	i	0.2	i	i	/	i	/	i	-8.5
Cc1ccccc1N=C1c2ccccc2C(=O)C1[N+](=O)[O-] (stereo unspecified)	-20.0	i	i	-6.8	i	i	-1.0	i	5.7	i	-11.6
CC1=NNC(=O)C1CC(=O)N/N=C/c1sccc1C (stereo unspecified)	-1.3	i	i	-3.3	i	i	-0.1	i	1.6	i	-28.8
c1ccc(Oc2nnc(-c3cccs3)c3ccccc23)cc1	7.0	i	i	6.6	i	i	-0.6	i	-7.3	i	8.3
CN1CC(=O)N=C1N	-6.0&-0.9	i	i	0.2	i	i	-0.2&0.1	i	2.3&-1.6	i	-24.6
COCCCN1CC(=O)N2Cc3[nH]c4ccccc4c3C[C@H]2C1=O	-6.8	i	i	1.3	i	i	0.5	i	0.2	i	2.8
Cc1ccc(C)c(NS(=O)(=O)c2c(C)ccc3nsnc23)c1	2.1	i	i	3.0	i	i	-0.3	i	-0.1	i	-28.9
CCn1c(SCCOc2ccc(OC)cc2)nnc1C(CO)NC(=O)c1ccc(OC)cc1 (stereo unspecified)	-8.1	i	i	-4.9	i	i	-0.3	i	-7.4	i	1.7
CCOC(=O)C(C)Sc1nnc(Cc2cc(=O)[nH]c(=O)[nH]2)n1-c1cccc(OC)c1 (stereo unspecified)	11.4	i	i	-0.7	i	i	/	i	0.8	i	2.0
Cc1cccc(NC(=O)C2Cc3ccccc3CN2C(=O)OCc2ccccc2)c1C (stereo unspecified)	-0.2	i	i	-4.9	i	i	0.6	i	7.5	i	1.9

Continued.
mol	aSyn UTR inh	TRPC6 inh	TRPC4 block	IEC-6 cytotox	MrgX1 antagonist	TRPC4 PAM	HIF activator	TRPC4 act	SKKanGAS inh	TRPC6 activator	KLF5 inh
Cc1ccc(S(=O)(=O)Nc2cccc(C(=O)NCc3ccccn3)c2)cc1F	3.1	i	i	/	i	i	0.2	i	-1.6	i	/
O=C(CCCn1c(=S)[nH]c2cc3c(cc2c1=O)OCO3)N1CCN(c2ccc(Cl)cc2)CC1	16.1	i	i	6.0	i	i	-0.2	i	32.2	i	15.2
O=C(Nc1nnc(COc2ccc(Br)cc2)s1)c1ccco1	12.5	i	i	-1.2	i	i	0.2	i	-10.4	i	3.4
N#Cc1cc2c(nc1SCc1ccc(Cl)nc1)CCCCC2	13.4	i	i	4.6	i	i	-0.3	i	8.1	i	5.1
C/C(=N\NC(=O)C1CC1)c1ccc2c(c1)OCCO2	7.0	i	i	0.1	i	i	1.1	i	-4.2	i	-28.5
CCOC(=O)c1csc(NC(=O)CSc2nnnn2-c2cccc(OC)c2)n1	21.2	i	i	0.4	i	i	-0.1	i	-4.1	i	-17.1
Cc1ccnc(N2CCN(C(=O)CSc3nc4ccccc4nc3N3CCC(C)CC3)CC2)c1	-79.9	i	i	-1.0	i	i	0.6	i	40.4	i	-2.6
